Compound activity: PubChem, several laboratories
MITF TRPM1 inh – MITF TRPM1 promoter inhibition in SK-MEL-5 cells | 0.83% of 330,000 active | inhibition, % at 12.5 µM | AID 488899 | SK-MEL-5 TRPM1 promoter luciferase, 24 h;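 active = mean inhibition across replicates of 60% or more, whatever share of single replicates reaches that level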; also: values of inactives mirror those of a sister screen read the other way
NR2E3 ag-1 – human photoreceptor-specific nuclear receptor agonism. Q9Y5X4. CHO-S Gal4-NCOR/VP16-NR2E3 two-hybrid, luciferase. inhibition of corepressor binding, % at 3.98 µM. 0.35% of 360,000 active. AID 602229;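 active = inhibition above the mean of all tested compounds plus 3 SD, cut at about 70% in these data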;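 also: 0% = DMSO with NR2E3 transfected cells and 100% = cells lacking NR2E3 construct; higher means lower luciferase signal from less NR2E3 corepressor binding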
Target sequence (Q9Y5X4 whole entry, looked up, the tested form may be a part): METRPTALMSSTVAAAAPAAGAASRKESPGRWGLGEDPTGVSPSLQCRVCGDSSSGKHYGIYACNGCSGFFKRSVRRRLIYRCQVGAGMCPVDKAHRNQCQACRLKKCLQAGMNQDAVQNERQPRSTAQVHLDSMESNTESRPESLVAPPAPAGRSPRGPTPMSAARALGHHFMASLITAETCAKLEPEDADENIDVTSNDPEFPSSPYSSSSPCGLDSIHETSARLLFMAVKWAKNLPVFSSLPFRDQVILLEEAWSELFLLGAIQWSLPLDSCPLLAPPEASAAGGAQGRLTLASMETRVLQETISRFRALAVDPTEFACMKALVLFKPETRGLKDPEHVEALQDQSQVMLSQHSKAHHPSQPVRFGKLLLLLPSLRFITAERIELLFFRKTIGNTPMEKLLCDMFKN
NR2E3 ag-2 – NR2E3 (human) agonism; 0.12% of 320,000 active; AID 2300; inhibition of corepressor binding, % at 4.78 µM; GST-NR2E3/biotin-RetCOR TR-FRET, 1536-well;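 active = percent inhibition above the cutoff of mean plus 3 SD of all tested compounds, set per screening campaign, cut at about 20% in these data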;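 also: 0% = DMSO wells and 100% = biotin wells as full block of FRET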
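system = GST-tagged NR2E3 plus biotinylated RetCOR corepressor | input = 1.35 nM GST-NR2E3 | also added = 7 nM biotin-RetCOR | schedule = 5 h incubation at 4 °C | measured by = TR-FRET with europium anti-GST and streptavidin-D2, 340 nm excitation | read-out = percent loss of FRET ratio relative to control wells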
CaV13 ICDI inh – Disruptors of the CACNA1D IQ motif to Ca2+-dependent inactivation inhibitor domain association, primary screening, Förster resonance energy transfer in intact living …; inhibition, % at 12.3 µM; HEK cells, CFP/YFP FRET ICDI-IQ, plate reader, 10 min; percent FRET-ratio fall versus neutral wells; 0.098% of 340,000 active;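 active = mean replicate inhibition of at least 30% and at least 1% of replicates passing that level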;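 also: 0% = median of the neutral control wells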
HIF-2a inh – inhibitors of HIF-2a; 786-0 RCC cells HIF-2a reporter, luciferase luminescence, overnight; inhibition, % at 18.8 µM; 0.72% of 360,000 active;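 active = inhibition of the luminescence signal of 40% or more relative to plate controls, in a single-dose primary screen at 18.75 µM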
hiPSC survival – enhancers of human iPSC single-cell survival; hiPSC single-cell survival, ATPlite luminescence; 100% = ROCK inhibitor wells, 0% = DMSO; 0.044% of 360,000 active; survival enhancement, % at 20 µM; in the data active = survival enhancement above about 18%;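 also: cells exposed to compounds for 16 hours before the ATP read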
Shn3 inh set2 – inhibitors of Schnurri-3 3'UTR reporter in osteoblasts. inhibition, % at 12.5 µM. Clone20 osteoblast Shn3 3'UTR firefly luciferase, 24 h. 0.52% of 360,000 active. AID 588674;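 active = mean inhibition of at least 75% with every replicate also reaching 75%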;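 also: 0% = median of neutral control wells and 100% = pilot-screen positive control compound; some compounds past the cut are filed as inactive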
PDI inh – PDI (human) enzyme inhibition. PDI insulin aggregation turbidity, A650, 90 min. inhibition, % at 10 µM. 0.052% of 350,000 active. AID 588391;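 active = mean inhibition across replicates of 30% or more, whatever share of single replicates reach that level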;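 also: absorbance from insulin aggregation driven by PDI reduction with DTT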
Target sequence (P07237 whole entry, looked up): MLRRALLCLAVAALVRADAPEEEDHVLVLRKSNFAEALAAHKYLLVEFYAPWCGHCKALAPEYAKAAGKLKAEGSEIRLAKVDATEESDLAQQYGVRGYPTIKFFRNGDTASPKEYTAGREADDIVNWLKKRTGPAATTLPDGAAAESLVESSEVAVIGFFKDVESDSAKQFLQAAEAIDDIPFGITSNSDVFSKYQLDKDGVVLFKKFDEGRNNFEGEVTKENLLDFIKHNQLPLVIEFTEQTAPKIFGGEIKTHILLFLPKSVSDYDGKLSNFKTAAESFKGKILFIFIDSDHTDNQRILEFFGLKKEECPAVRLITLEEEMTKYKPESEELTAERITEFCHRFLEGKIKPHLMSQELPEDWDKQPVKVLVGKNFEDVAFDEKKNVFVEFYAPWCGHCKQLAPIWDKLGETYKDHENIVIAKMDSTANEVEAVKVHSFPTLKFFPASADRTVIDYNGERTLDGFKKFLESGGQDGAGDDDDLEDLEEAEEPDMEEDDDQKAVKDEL
Cardio protect – protects H9c2 cardiomyocytes from peroxide injury | AID 588492 | protection from H2O2 cell death, % at 20 µM | 0.63% of 360,000 active | H2O2 injury protection, ATPLite, 2 h;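 active = compounds giving at least 50% protection of heart cells from peroxide-induced death in the single-dose screen, raw or plate-pattern-corrected value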;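 also: 0% = DMSO wells with peroxide and 100% = DMSO wells without peroxide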
Peg3 prom inh – reduces Peg3 promoter-driven luciferase expression in HeLa | AID 588405 | inhibition, % at 20 µM | 1.7% of 360,000 active | HeLa PEG-Prom luciferase reporter, luminescence, overnight;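 active = inhibition of at least 50% at 20 µM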
m5-HT2A agonist – mouse HTR2A agonism via beta-arrestin recruitment. P35363. activation, % at 7.6 µM. 0.66% of 360,000 active. CHO-K1 mHTR2A beta-arrestin complementation, luminescence; percent of 30 µM serotonin response. AID 624169;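 active = activation above a run cutoff, the mean activation of all tested compounds plus 3 SD, cut at about 14% in these data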;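 also: 0% = plate median of compound wells and 100% = 30 µM serotonin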
An asterisk follows results filed as active; x = no result given.

SMILES	MITF TRPM1 inh	NR2E3 ag-1	NR2E3 ag-2	CaV13 ICDI inh	HIF-2a inh	hiPSC survival	Shn3 inh set2	PDI inh	Cardio protect	Peg3 prom inh	m5-HT2A agonist
CCOc1ccc(N2CC(C(=O)Nc3ccc(S(=O)(=O)N4CCCCC4)cc3)CC2=O)cc1 (centres undefined)	5	13	-3	-3	10	0.3	-16	-25	-4	23	-4
O=C(CN(Cc1ccco1)C(=O)c1ccccc1)Nc1ccc(Cl)c(Cl)c1	-4	-23	1	-4	-18	0.9	-25	16	-3	9	4
O=C1CCC(=O)N1CC(=O)N1c2ccccc2Sc2ccccc21	5	-10	1	-9	20	-2.1	13	12	-1	25	-1
Cn1nccc1C(=O)N/N=C/c1c(O)ccc2ccccc12	72*	-35	-3	-4	-75	-0.4	94*	1	39	25	-8
NC(=O)CSc1nnc(-c2ccccc2)c(-c2ccccc2)n1	12	-4	2	-5	9	0.0	15	0	3	-23	0
O=C(c1ccccc1)c1nc[nH]c1C(=O)Nc1ccccc1	9	-32	-4	x	-23	-0.8	7	5	4	-7	6
CCC(C)c1ccc(NC(=S)NC(C)C2CCCO2)cc1 (centres undefined)	-14	-9	-2	-6	-83	-2.4	-13	5	-7	-29	-5
COc1cc2ccnc(Cc3cccc(OC)c3OC)c2cc1OC	10	19	-1	-4	9	3.6	86*	13	-22	15	2
Cc1cc(C)cc(Oc2ccc(S(=O)(=O)N3CCN(C)CC3)cn2)c1	-2	6	1	-5	8	0.1	-11	1	4	20	1
CCOC(=O)c1c(C)[nH]c(C(=O)COC(=O)c2ccccn2)c1C	-11	-12	0	-6	12	-0.8	-6	0	6	-47	3
CCN(CC)S(=O)(=O)c1cccc(-c2n[nH]c(=S)n2/N=C/c2ccc(OC(F)F)cc2)c1	-1	-9	-3	-6	17	0.6	-16	-1	-4	19	-7
COc1ccc(N2CCN(C(=O)CN(C)S(=O)(=O)c3cccs3)CC2)cc1	-3	-21	6	-7	2	0.0	16	2	-1	13	-2
CCOc1ccc(CCNC(=O)c2cc3c(s2)CS(=O)(=O)C3)cc1OCC	5	-11	0	-6	13	1.5	6	4	8	10	0
CCS(=O)(=O)N1CCN(C(=O)c2ccco2)CC1	-4	6	-1	-7	14	-0.7	5	-9	0	4	-5
Cc1ccc(NC(=O)CN2CCN(C(=O)C3CC3)CC2)c(F)c1	x	30	x	-15	10	-1.0	-10	-6	2	14	3
CC(C)(C)NC(=O)C(c1ccc(F)cc1)N(Cc1cccs1)C(=O)c1ccc(CN2CCOCC2)o1 (centres undefined)	-7	20	1	-5	4	-0.1	1	-3	6	9	-2
CC(OC(=O)C1=COCCO1)C(=O)c1ccc(Br)cc1 (centres undefined)	-7	19	x	-5	5	3.5	-33	13	-1	-2	1
COc1ccc(CNC(=O)c2cccc3c(-c4ccc(F)c(F)c4)coc23)cc1OC	x	61	x	x	0	-2.5	58	5	-19	19	-8
O=C(N/N=C/c1ccc(-c2ccc(Cl)c(C(=O)O)c2)o1)c1cc2c(ccc3ccccc32)o1	8	6	6	-134	-10	-0.5	-13	-2	12	-11	6
COc1cccc(NC(=O)CC2C(=O)NC3CCCCC3N2C(=O)c2ccc(F)cc2)c1 (centres undefined)	-2	0	3	-8	1	0.9	-11	-5	11	10	8
COc1cccc(CNc2cnc3ccccc3c2)c1O	-43	-44	1	-9	-210	-2.9	34	0	-16	-187	9
Cc1[nH]nc2c1C(c1cc(Br)cs1)C(C#N)=C(N)O2 (centres undefined)	33	16	-2	-18	43*	-1.9	-12	5	2	20	8
O=C(Nc1ccc2c(c1)OCCO2)c1ccccc1	-30	-165	0	x	-82	-0.7	-22	10	-16	-146	1
CCOC(=O)N/N=C/c1ccc(F)cc1F	-24	-45	1	-3	-92	-1.4	-16	-3	4	-103	2
Cc1cccc2cc(COC(=O)C(C)(C)C)c(=O)[nH]c12	-18	2	4	1	-34	0.0	-38	3	2	-27	1

A few values from the results shown.
`O=C1CCC(=O)N1CC(=O)N1c2ccccc2Sc2ccccc21` in Cardio protect is listed with -1
`Cc1cccc2cc(COC(=O)C(C)(C)C)c(=O)[nH]c12` in HIF-2a inh is listed with -34

Later entries:
SMILES	MITF TRPM1 inh	NR2E3 ag-1	NR2E3 ag-2	CaV13 ICDI inh	HIF-2a inh	hiPSC survival	Shn3 inh set2	PDI inh	Cardio protect	Peg3 prom inh	m5-HT2A agonist
CCC(CC)COC(=O)C1=C(C)NC(=O)NC1c1ccc([N+](=O)[O-])cc1 (centres undefined)	6	-27	3	-5	23	-0.4	33	-2	-8	25	2
O=C(Nc1ccon1)c1sc2ccccc2c1Cl	-56	-77	3	-8	-337	2.1	-81	1	-1	-242	7
COc1ccccc1N1CCN(C(CNC(=O)c2ccc3c(c2)OCO3)c2cccnc2)CC1 (centres undefined)	7	12	3	x	-31	-1.2	27	-1	-14	-22	-1
O=C1NC[C@H](CCCCN2C[C@H](Cc3ccc(O)cc3)N(CCC3CCCCC3)C(=O)C2=O)N(CCC2CCCCC2)C1=O	x	15	x	-4	6	1.2	x	x	x	x	0
CC1Cc2ccccc2N1C(=O)CSc1nnc(-c2ccc(S(=O)(=O)N3CCCC3)cc2)n1C (centres undefined)	-5	-6	-4	-6	11	1.5	13	2	4	4	1
COc1cccc(C(=O)O/N=C(\C)c2cnccn2)c1	-13	-9	3	-6	15	0.3	12	4	-14	4	-2
CCCOC(=O)C1C2C=C[C@]3(CN(CCc4ccccc4)C(=O)[C@H]13)O2 (some centres undefined)	5	8	4	-6	15	0.5	7	-6	3	5	-1
COc1cc(CCC(=O)Nc2ncc(C)s2)cc(OC)c1OC	-3	1	-1	-3	8	0.0	13	-5	0	6	0
O=C(Nc1ccc(C(=O)N2CCCCC2)cc1)c1cccs1	-20	-16	1	-4	-101	-0.4	-25	-1	-3	-68	3
O=C1c2ccncc2C(=O)N1Cc1cccc(Cl)c1	6	-12	1	x	3	0.4	11	-3	6	14	-3
COc1ccc(OCC(=O)Nc2ccc3c(c2)nc2n3CCSC2)cc1	2	-14	-2	-3	2	-1.2	20	-1	5	-14	-2
Nc1ncc(-n2cncn2)c(-c2ccccc2)n1	-5	-20	2	-2	19	4.1	22	2	5	7	-2
CCOc1ccc(NC(=S)NCCCn2ccnc2)cc1	14	-9	1	-8	24	-1.4	-9	12	-2	-31	1
O=C(NCc1ccccc1Cl)c1cnc2ccccc2n1	-6	-24	-2	-4	-116	0.4	-15	14	-2	-106	-6
O=C(O)CCN1C(=O)/C(=C\c2cccc(OCC(=O)Nc3ccc(Cl)cc3)c2)SC1=S	3	-9	4	-4	-36	-0.4	-8	-10	-9	-61	1
CC(C)OC(=O)c1nnn(-c2nonc2N)c1CN1CCc2ccccc2C1	3	-8	x	x	11	-0.3	-4	1	14	29	-1
COc1cc2cnc(-c3ccccc3)c(C(=O)c3ccc(F)cc3)c2cc1OC	-15	-25	-2	-10	0	-2.6	19	2	2	18	5
CCOC(=O)C1=CCN(S(=O)(=O)c2ccc(C)cc2)C1c1ccc(C)cc1 (centres undefined)	x	1	x	-6	1	2.1	-10	x	-2	17	-1
CC(O)CN(CC(C)O)c1ccc2c(c1)Cc1cc([N+](=O)[O-])ccc1-2 (centres undefined)	-25	-72	x	-47	-146	1.6	-4	-3	-4	-33	-3
NS(=O)(=O)c1ccc(-n2cccc2C=O)cc1	3	-14	3	-2	15	0.3	10	8	2	0	4
Cc1cc2c(cc1S(=O)(=O)NCc1ccc(Cl)cc1)OCC(=O)N2	x	-27	3	-6	10	1.1	-33	x	-10	13	1
COC(=O)C1CCN(S(=O)(=O)CCNC(=O)c2cccc(OC)c2)CC1	-5	6	-5	-15	8	1.4	-13	-4	-1	8	2
CCOc1ccc(NC(=O)CSc2nnc(Cn3cnc([N+](=O)[O-])n3)n2CC)cc1	-1	-15	6	-7	1	0.2	-19	-3	-7	2	1
O=C(O)/C=C\c1ccccc1Oc1cccc(Cl)c1	1	16	3	-18	9	4.4	3	-3	3	2	5
CN(Cc1ccccn1)C(=O)CC1C(=O)NCCN1Cc1cccc(Oc2ccccc2)c1 (centres undefined)	10	12	3	2	12	-0.3	-4	-1	-6	-4	-2
COc1cccc(NC(=O)CSCC(=O)Nc2ccccc2)c1	-2	-11	3	x	-5	-1.7	-1	-9	-1	0	-2
CCCn1nc(NC(=O)c2ccco2)c2cc3ccc(C)cc3nc21	-7	1	1	x	10	3.0	-2	4	26	22	-9
Cc1nn(C(C)C(=O)NC2C(=O)N3C(C(=O)O)=C(CSc4nnnn4C)CSC23)cc1Cl (centres undefined)	11	-9	0	-4	11	-0.1	-11	-1	-1	1	-1
COc1ccccc1NC(=O)CSc1nnc(Cc2cccn2C)n1CCc1ccccc1	13	-4	3	-4	19	-0.4	20	8	5	3	0

Five entries already listed, sorted by their value in NR2E3 ag-2, low to high:
Structure,NR2E3 ag-2
CC1Cc2ccccc2N1C(=O)CSc1nnc(-c2ccc(S(=O)(=O)N3CCCC3)cc2)n1C (centres undefined),-4
Cc1nn(C(C)C(=O)NC2C(=O)N3C(C(=O)O)=C(CSc4nnnn4C)CSC23)cc1Cl (centres undefined),0
Nc1ncc(-n2cncn2)c(-c2ccccc2)n1,2
CCC(CC)COC(=O)C1=C(C)NC(=O)NC1c1ccc([N+](=O)[O-])cc1 (centres undefined),3
CCCOC(=O)C1C2C=C[C@]3(CN(CCc4ccccc4)C(=O)[C@H]13)O2 (some centres undefined),4

Profiles from above. Order of screens: MITF TRPM1 inh | NR2E3 ag-1 | NR2E3 ag-2 | CaV13 ICDI inh | HIF-2a inh | hiPSC survival | Shn3 inh set2 | PDI inh | Cardio protect | Peg3 prom inh | m5-HT2A agonist
Results for O=C(Nc1ccon1)c1sc2ccccc2c1Cl → -56 | -77 | 3 | -8 | -337 | 2.1 | -81 | 1 | -1 | -242 | 7
Results for Cc1nn(C(C)C(=O)NC2C(=O)N3C(C(=O)O)=C(CSc4nnnn4C)CSC23)cc1Cl (centres undefined) → 11 | -9 | 0 | -4 | 11 | -0.1 | -11 | -1 | -1 | 1 | -1
Results for COC(=O)C1CCN(S(=O)(=O)CCNC(=O)c2cccc(OC)c2)CC1 → -5 | 6 | -5 | -15 | 8 | 1.4 | -13 | -4 | -1 | 8 | 2
Results for CC1Cc2ccccc2N1C(=O)CSc1nnc(-c2ccc(S(=O)(=O)N3CCCC3)cc2)n1C (centres undefined) → -5 | -6 | -4 | -6 | 11 | 1.5 | 13 | 2 | 4 | 4 | 1
Results for CCOc1ccc(NC(=O)CSc2nnc(Cn3cnc([N+](=O)[O-])n3)n2CC)cc1 → -1 | -15 | 6 | -7 | 1 | 0.2 | -19 | -3 | -7 | 2 | 1
